b-catenin transl: alters nuclear translocation of beta-catenin in HeLa cells. immunofluorescence imaging. nuclear translocation activity, % at 5 µM. 0.3% of 190,000 active. AID 1665;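 active means nuclear translocation activity above 50% at 5 µM, with a well cell count of 50 or more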;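 further: per-cell ratio of nuclear to cytoplasmic median beta-catenin stain intensity; plate controls were DMSO negative control for no effect and GSK-3 inhibitor IX positive control for full effect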
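System: Human HeLa cells, endogenous beta-catenin | Compound dosing: 5 µM primary, 0.02–20 µM confirmation | Timing: 24 h compound exposure at 37°C, 5% CO2 | Measured by: Fluorescence imaging of beta-catenin antibody stain plus DAPI | Read-out basis: % activation of per-cell nuclear versus cytoplasmic median beta-catenin signal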
PhoP inhibition: PhoP-dependent GFP reporter repression – Salmonella Typhimurium, primary screen (AID 1863) | S. Typhimurium PhoP-regulated promoter GFP reporter, 4 h; higher % means a stronger effect | inhibition, % at 50 µM, or IC50 in µM where a hit was titrated | 0.16% of 300,000 active;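 active means inhibition over 29.93%, a cutoff 3 SD above the screen mean, later confirmed by dose response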;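 further: 0% = low Mg2+ inducing control and 100% = high Mg2+ repressing control; strong numbers were not always called active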
Dynein transport: blocks dynein driven cargo transport along microtubules. 3617.4 mouse cells, GR-EGFP nuclear translocation imaging; test concentration mostly 20 µM; stimulated with dexamethasone, 1 µM; active compounds read low. z-score, hits read low. 0.47% of 220,000 active;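 active means plate z-score of nuclear minus cytoplasmic receptor signal below a set negative limit, without overly bright fluorescence or cell loss, cut at about -3.5 in these data, passing the limit was not always enough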;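 further: z-score of nuclear minus cytoplasmic ring GR-EGFP intensity difference per well; some compounds called inactive have numbers as strong as hits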
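medium = tetracycline-free induction medium containing charcoal-stripped FBS | probe or stimulus = dexamethasone, 1.0 µM final | timing = 48 h induction, then 1 h compound, then 30 min agonist, 37 °C | detection = automated 10x imaging of fixed Hoechst-stained cells | read-out basis = nuclear versus cytoplasmic GR-EGFP signal, averaged per well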
CSM14.1 death rescue: rescue of cells from ER stress-induced death, primary screen, 384-well, CSM14.1, thapsigargin, ATP luminescence (AID 1222); CSM14.1 thapsigargin-induced death rescue, ATP luminescence; higher % means a stronger effect; one-dose cellular ATP content (survival), % at 20 µM; EC50 in µM for titrated hits; 190,000 tested, under 10 active;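 active means EC50 below 50 µM in the dose-response confirmation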;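 further: death triggered by thapsigargin at about 15 µM added after 2 h compound pretreatment; cell ATP read after overnight thapsigargin exposure of roughly 18 to 22 hours; normalized against plate controls of thapsigargin alone and 5% DMSO vehicle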
MT stabilizer: microtubule stabilizers in HeLa cells. HeLa tubulin immunostaining HCS, 24 h; share of cells brighter than vehicle mean+2SD. 0.83% of 200,000 active. AID 2205. % tubulin-high responders, % at 10 µM;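 active means plate Z-score above 3 for both tubulin-high and condensed-nucleus cell shares, with cell loss under 80%, at 10 µM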;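 further: anti alpha tubulin signal scored within the nucleus-defined area of each cell; some results filed as inactive read as strong as hits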
Autophagy HCS: autophagy modulation, high-content screen; MEF GFP-LC3 puncta imaging; test concentration mostly 10 µM; calls only at 10 µM (by protocol); 0.98% of 190,000 active;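 active means percentage of spot-positive cells more than 3 SD above its plate mean, without a fluorescence outlier flag or 80% toxicity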;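 further: spot-positive cell cutoff set from DMSO-treated cells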
Ins promoter up: MIN6 insulin promoter up-regulation; MIN6 insulin promoter-GFP reporter, high-content imaging; active compounds read high; z-score at 5 µM; 0.3% of 190,000 active;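 active means z-score above 3 at 5 µM with at least 500 cells counted in the well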
T cell modulator: T cell immune modulators affecting CD8 T cell-vesicle binding | 2C CD8+ T cell-vesicle binding, flow cytometry; active compounds read low | calls only at 7 µM | 0.068% of 330,000 active | AID 2052;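 active means response, share of CD8 T cells binding vesicles, and their 90th percentile fluorescence all below set limits, cut at about 80% in these data, passing the limit was not always enough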
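Material: 2C TCR transgenic mouse naive CD8+ T cells, MACS-purified. Also added: QL9-charged Drosophila Ld/ICAM-1/B7-1 vesicles. Timing: binding 1.5 h at 37 °C. Measured by: high-throughput flow cytometry with anti-B7-1 and anti-CD8 staining. Read-out: percent CD8+ FL2 mean versus row control. Controls: Unloaded micro-vesicles (low), QL9 vesicles with 0.7% DMSO (high).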
Hep lipid drop: modulators of hepatic lipid droplet formation | AML12 mouse hepatocytes, oleate lipid droplets, BODIPY imaging | inhibition, % at 6.5 µM | 0.4% of 240,000 active | AID 1656;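 active means lipid droplet intensity inhibited by at least 50%, with more than 500 cells counted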
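Material – AML12 mouse liver cells · Also added – oleate loading, 100 µM · Compound dosing – 6.5 µM single-point dosing · Times – overnight treatment with compound plus oleate · Measured by – fluorescence imaging, 20x objective, two fields per well · Read-out – percent inhibition of filter-corrected integrated lipid droplet intensity per well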
Dynein transport cytoplasmic EGFP: recorded beside Dynein transport, whose call it bears; z-score; measured here: cytoplasmic GR-EGFP intensity; active compounds read high
Dynein transport nuclear GR-EGFP: second read-out of Dynein transport, no call of its own (marks repeat the call); z-score; measured here: nuclear GR-EGFP intensity;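 lower value marks the stronger effect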
Dynein transport cell count: recorded beside Dynein transport, whose call it bears; z-score; measured here: cell count per field
Ins promoter up cell count: further read-out of Ins promoter up, marked with its call; cell count; measured here: cytotoxicity, nuclei count;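 total cells summed across four imaged fields per well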
Hep lipid drop cells 6.5 µM: further read-out of Hep lipid drop, marked with its call; cell count; measured here: cell count, cytotoxicity flag;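 cells counted across two imaged fields per well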
b-catenin transl cell count 5 µM: recorded beside b-catenin transl, whose call it bears; cell count; measured here: cell count, cytotoxicity flag
T cell modulator vesicle-bound %: second read-out of T cell modulator, no call of its own (marks repeat the call); double positive events, %; measured here: CD8+ vesicle-bound cell fraction;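 binding gate set so that unloaded-vesicle control wells show 10% double positive cells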
MT stabilizer Hoechst-high %: further read-out of MT stabilizer, marked with its call; % Hoechst-high responders; measured here: nuclear condensation Hoechst responders;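 share of cells brighter than vehicle mean plus two SD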
MT stabilizer cytotoxicity %: recorded beside MT stabilizer, whose call it bears; toxicity, %; measured here: cytotoxicity by cell density;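 0% = mean cell density of plate MIN control wells and 100% = no cells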
Autophagy HCS cell loss 18 h: further read-out of Autophagy HCS, marked with its call; toxicity, %; measured here: cell loss, nuclei count;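 cell loss after 18 h compound exposure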
An asterisk follows results filed as active; i = inactive; . = no result given.

SMILES	b-catenin transl	b-catenin transl cell count 5 µM	PhoP inhibition	Dynein transport	Dynein transport cytoplasmic EGFP	Dynein transport nuclear GR-EGFP	Dynein transport cell count	CSM14.1 death rescue	MT stabilizer	MT stabilizer Hoechst-high %	MT stabilizer cytotoxicity %	Autophagy HCS	Autophagy HCS cell loss 18 h	Ins promoter up	Ins promoter up cell count	T cell modulator	T cell modulator vesicle-bound %	Hep lipid drop	Hep lipid drop cells 6.5 µM
CCCCOC(=O)c1ccc(NC(=O)C(=O)NCc2cccnc2)cc1	0.3	1554	-1%	-0.6	-0.27	-0.27	0.64	-1.5%	2.2	3.1	3.4	i	-4	-0.51	1673	i	48	15	717
CCN(CCN(C)C)C(=O)Cn1ncc2c1-c1cc(C)ccc1OC2	.	.	12%	1.1	0.035	1	-1.1	-1.2%	5.3	2.6	6.3	i	-3	2.1	874	i	20	.	.
Nc1cc(=O)[nH]c(SCC(=O)Nc2ccc(S(=O)(=O)N3CCOCC3)cc2)n1	.	.	-5%	-0.51	-0.056	-0.82	-0.089	3.4%	2.6	1.7	4.1	i	-7	.	.	i	8	.	.
Cc1cc(C)c2nc(-c3ccccn3)cc(C(=O)Nc3ccc(S(=O)(=O)Nc4onc(C)c4C)cc3)c2c1	-3.3	1120	-11%	0.28	-0.012	0.16	-0.46	-1.0%	3.2	1.7	6.7	i	-3	-0.4	1633	i	66	-1	672
O=C(Nc1ncc(Cc2cccc([N+](=O)[O-])c2)s1)c1ccco1	0.1	1019	-7%	-0.24	-0.27	0.028	0.5	-0.5%	3.7	1.6	8.5	i	-20	.	.	i	18	11	799
Cc1cc(NC(=O)Cn2nc(C(F)(F)F)c3c2CCCC3)no1	-0.2	955	10%	-0.18	-0.26	0.23	0.15	0.0%	2.7	1.8	3.2	i	9	0.24	1285	i	46	-5	758
COc1ccc(OCCC(=O)OCC(=O)NC(=O)NC(C)(C)C)cc1	-0.5	1183	-1%	-1	-0.27	-0.42	0.37	-4.7%	1.4	1.6	9.0	i	21	-0.5	1037	i	18	9	792
Cc1ccc(-c2nnn(CC(=O)N(CC(=O)NCc3ccccc3)c3cccc(C)c3C)n2)o1	0.9	1095	-1%	-0.31	-0.33	0.053	0.087	-2.8%	5.5	1.6	3.7	i	15	0.35	1873	i	12	-23	595
CC(=O)c1ccc(NC(=O)c2ccn(C(=O)OCC(C)C)n2)cc1	-4.1	524	14%	-0.23	-0.32	-0.35	0.21	-2.6%	4.5	2.4	6.1	i	-1	0.27	1264	i	52	28	725
COc1ccc(NC(=O)Cn2nnc(-c3ccccc3NC(=O)c3ccco3)n2)cc1	16	976	3%	-0.55	-0.19	-0.31	0.32	0.1%	17	8.7	38	i	6	-0.07	982	i	31	.	.
CCN(CC)c1ccc(CN2CCC(C(=O)NCc3ccc(C)cc3)CC2)cc1	0.0	1572	1%	0.001	-0.25	-0.27	0.52	0.0%	1.4	2.7	5.7	i	22	-0.19	1455	i	15	1	653
CCCCCNC(=O)CCn1c(=O)oc2ccccc21	-3.0	1257	-18%	0.053	-0.27	0.7	2.3	-0.5%	2.6	1.9	4.5	i	1	.	.	i	12	-6	755
N#Cc1cccc(NC(=O)Cn2c3[n+](c4ccc(C(F)(F)F)cc42)CCCCC3)c1	1.0	536	-14%	-0.1	-0.23	-0.079	0.54	-2.0%	1.7	2.1	7.1	i	-3	0.09	1345	i	24	17	754
Cc1ccc(-c2nc3cc(N)ccc3o2)c(C)c1	-2.0	890	0%	-0.32	-0.31	-0.2	0.15	-1.6%	5.4	3.6	9.6	i	-4	0.32	1193	i	8	.	.
Cc1ccn2c(=O)cc(C)nc2c1	.	.	0%	0.35	-0.26	-0.12	0.59	3.6%	2.2	1.3	9.7	i	-2	.	.	i	42	-17	735
Cc1sc2c(c1C)c(=O)n(-c1cccc(C(F)(F)F)c1)c(=O)n2CC(=O)NCc1ccco1	-3.1	1169	-1%	0.0098	-0.31	0.13	0.57	3.7%	2.7	3.1	8.8	i	-6	.	.	i	9	19	748
CCOc1ccc2nc(Cl)c(C3CC(c4ccccc4)=NN3C(=O)c3cccs3)cc2c1 (stereo unspecified)	-0.9	506	3%	0.11	-0.29	-0.37	0.23	-1.5%	4.5	4.6	2.5	i	34	0.13	1348	i	51	-27	715
COC(=O)c1cc(NS(=O)(=O)c2ccc(NC(C)=O)cc2)cc(C(=O)OC)c1	-1.1	1278	0%	-0.28	-0.13	-0.78	-0.77	0.1%	2.7	1.7	6.4	i	-3	-0.48	1532	i	19	.	.
O=C(CN1C(=O)NC2(CCCCCC2)C1=O)Nc1ccc(S(=O)(=O)N2CCOCC2)cc1	.	.	7%	-1	-0.39	-0.34	0.63	-0.3%	2.4	1.4	4.8	i	-3	-0.31	809	i	15	11	750
CS(=O)(=O)N1N=C(c2ccccc2)CC1c1ccc2c(c1)OCO2 (stereo unspecified)	0.4	930	-5%	-7.8	23	-1.6	1.4	14%	6.4	1.7	6.0	i	8	.	.	i	54	-28	661
CN(C)c1nnc(-c2ccc(Cl)cc2)o1	-4.0	1135	-1%	-0.34	-0.24	-0.78	0.71	.	3.3	2.9	0.7	i	-10	-0.13	1345	i	12	6	733
CCCN(CC1CC1)C(=S)Nc1ccccc1F	0.8	1421	10%	0.39	-0.27	0.74	-0.42	0.4%	2.8	1.3	8.0	i	0	.	.	i	34	3	692
Cc1ccc(S(=O)(=O)N(C)c2ccccc2)cc1	-0.1	1141	-15%	-0.47	0.34	0.1	0.34	5.0%	2.3	1.5	3.5	i	0	-0.81	888	i	53	0	785
CCC1CCCCN1C(=O)N[C@@H](CCSC)C(=O)OC (stereo partly specified)	-6.2	952	6%	0.17	-0.22	-0.069	0.58	-1.6%	6.2	2.0	5.1	i	14	-1.2	1517	i	38	.	.
COc1ccc(C)cc1NC(=O)CN(C)S(=O)(=O)c1cc(C)ccc1OC	-3.7	536	2%	-0.039	-0.19	0.67	0.21	0.7%	2.4	1.6	4.4	i	24	-0.78	1257	i	30	0	638

(further entries)
SMILES	b-catenin transl	b-catenin transl cell count 5 µM	PhoP inhibition	Dynein transport	Dynein transport cytoplasmic EGFP	Dynein transport nuclear GR-EGFP	Dynein transport cell count	CSM14.1 death rescue	MT stabilizer	MT stabilizer Hoechst-high %	MT stabilizer cytotoxicity %	Autophagy HCS	Autophagy HCS cell loss 18 h	Ins promoter up	Ins promoter up cell count	T cell modulator	T cell modulator vesicle-bound %	Hep lipid drop	Hep lipid drop cells 6.5 µM
O=C(O)CCSc1nc2ccccc2s1	2.6	966	-8%	-0.58	-0.27	-0.044	0.26	0.1%	2.8	2.1	11	i	1	0.33	1333	i	27	-6	760
CCCCN1C(=O)/C(=C/C=C2\SCCN2C)SC1=S	-2.2	1145	-10%	0.11	0.95	0.23	-0.27	0.3%	1.9	2.2	5.3	i	31	.	.	.	.	8	664
Cc1ccc(-n2c(SCC(=O)N3CCOCC3)nnc2-c2ccncc2)cc1C	-1.2	1313	-2%	-0.6	-0.24	0.16	-0.42	.	.	.	.	.	.	-0.13	951	i	32	-9	699
CCOC(=O)c1[nH]c(C)c(C(=O)O)c1C	.	.	3%	0.054	-0.22	0.48	0.48	-0.7%	2.5	1.8	9.2	i	-8	-0.43	879	.	.	-3	788
CC(C)c1ccc(C(=O)NCCCc2ccccc2)cc1	.	.	0%	0.0006	-0.094	-0.11	0.075	-0.3%	1.6	1.9	4.2	i	9	-0.17	912	i	21	6	808
CCCCNC(=S)N(C)/N=C/c1ccc(OCC(=O)Nc2ccc(OC)cc2)c(OC)c1	0.1	925	-5%	-0.47	-0.25	-0.26	1.1	-2.3%	5.5	12	15	i	-4	-0.44	1313	i	58	-13	509
CS(=O)(=O)N1CCC(Oc2ccccc2C(=O)NC2CCCCCC2)CC1	-0.4	1083	-4%	1.5	-0.15	1	-1.4	0.8%	3.2	1.0	14	i	-13	0.57	1389	i	21	0	676
COc1cccc(N/C(SC)=C(/C#N)C(=O)NCc2cccs2)c1	-0.4	1095	0%	0.76	-0.084	0.45	-1.8	-14%	2.4	3.1	3.3	i	-3	0.03	1249	i	53	6	701
N#Cc1nc(-c2ccc(Cl)cc2)oc1NCc1ccco1	1.1	1155	-6%	-0.38	-0.24	-0.13	-0.061	-0.5%	3.6	2.1	7.7	i	-7	-1.3	1364	i	47	21	798

Source: PubChem BioAssay (several laboratories)

Compounds as they come. Share with any hit: about 3%.
